KB-V1 cytotox: KB-V1 MDR subline cytotoxicity; KB-V1 MDR cells viability, CellTiter-Glo, 72 h; Potency, µM (highest dose often 46.1 µM), inactives show top-dose activity change, negative = cytotoxicity, actives largely listed as cytotoxic; 3.4% of 400,000 active; note: potency is the fitted concentration of half-maximal effect; % is set by controls: 0 for no effect and ±100 for the full control effect; nearly all actives have a fitted effect of over 60% in size
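Readout: CellTiter-Glo luminescence, 10 min after addition. Cells: KB-V1 MDR subline, 72 h at 37 degrees C with compound. Analysis: corrected, normalized data fitted to concentration-effect curves.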
HT1080NT lethal: kills 2HG-producing HT-1080-NT fibrosarcoma cells; 1.6% of 360,000 active; Potency, µM (top dose mostly 46.1 µM), without a hit: top-dose activity, negative = less viability, actives largely listed as cytotoxic; HT-1080-NT fibrosarcoma viability, CellTiter-Glo ATP luminescence, 48 h; AID 686970;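 note: NT is the 2HG producing partner of a matched IDH1 knockdown line; potency is the fitted concentration of half-maximal effect; 0% = DMSO-treated cells and -100% = media-only wells without cells; nearly all actives have a fitted effect of over 55% in size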
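Fibrosarcoma NT cells, 750 per well in 5% FBS RPMI, were exposed to compound for 48 hours. Viability: CellTiter-Glo luminescence.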
HT1080 IDH1KD tx: toxicity to HT-1080 IDH1 knockdown cells (counter line); HT-1080 IDH1 knockdown viability, ATP luminescence, 48 h; Potency, µM (doses to about 46.1 µM), for the others: at the top dose activity, negative = toxicity, usual class: cytotoxic; 2% of 360,000 active;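 note: potency is the fitted concentration of half-maximal effect; 0% = DMSO wells and -100% = cell-free medium wells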
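HT-1080-IDH1KD cells (IDH1 knocked down), 750/well in RPMI with 5% FBS, treated with compound 48 h at 37 degrees C. Viability by CellTiter-Glo luminescence, normalised to DMSO and no-cell wells; concentration-response curves classed.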
SW480 rerep: induces DNA re-replication in SW480 colon adenocarcinoma cells; SW480 DNA re-replication, Hoechst DNA content imaging, 48 h; Potency, µM (titrated, usually from 46.1 µM), without a hit: at the highest dose re-replication activation, most hits filed as activators; 1.8% of 340,000 active; AID 624297; note: potency is the fitted concentration of half-maximal effect; % of control where 0% means no effect; nearly all actives have a fitted effect of over 55% in size
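Quantitative HTS format with DMSO vehicle controls; 48 hr drug incubation at 37 C, then 40 min Hoechst staining and scanning imager measurement at 405 nm excitation.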
WRN helicase inh: WRN helicase (human) inhibition; Q14191; WRN helicase unwinding, fluorescent forked duplex, kinetic; Potency, µM (top dose mostly 114 µM), for the others: top-dose activity change, negative = inhibition, usual class: inhibitors; 0.46% of 360,000 active; note: potency is the fitted concentration of half-maximal effect; % is set by controls: 0 for no effect and ±100 for the full control effect; nearly all actives have a fitted effect of over 55% in size
Target sequence (Q14191 whole entry, looked up): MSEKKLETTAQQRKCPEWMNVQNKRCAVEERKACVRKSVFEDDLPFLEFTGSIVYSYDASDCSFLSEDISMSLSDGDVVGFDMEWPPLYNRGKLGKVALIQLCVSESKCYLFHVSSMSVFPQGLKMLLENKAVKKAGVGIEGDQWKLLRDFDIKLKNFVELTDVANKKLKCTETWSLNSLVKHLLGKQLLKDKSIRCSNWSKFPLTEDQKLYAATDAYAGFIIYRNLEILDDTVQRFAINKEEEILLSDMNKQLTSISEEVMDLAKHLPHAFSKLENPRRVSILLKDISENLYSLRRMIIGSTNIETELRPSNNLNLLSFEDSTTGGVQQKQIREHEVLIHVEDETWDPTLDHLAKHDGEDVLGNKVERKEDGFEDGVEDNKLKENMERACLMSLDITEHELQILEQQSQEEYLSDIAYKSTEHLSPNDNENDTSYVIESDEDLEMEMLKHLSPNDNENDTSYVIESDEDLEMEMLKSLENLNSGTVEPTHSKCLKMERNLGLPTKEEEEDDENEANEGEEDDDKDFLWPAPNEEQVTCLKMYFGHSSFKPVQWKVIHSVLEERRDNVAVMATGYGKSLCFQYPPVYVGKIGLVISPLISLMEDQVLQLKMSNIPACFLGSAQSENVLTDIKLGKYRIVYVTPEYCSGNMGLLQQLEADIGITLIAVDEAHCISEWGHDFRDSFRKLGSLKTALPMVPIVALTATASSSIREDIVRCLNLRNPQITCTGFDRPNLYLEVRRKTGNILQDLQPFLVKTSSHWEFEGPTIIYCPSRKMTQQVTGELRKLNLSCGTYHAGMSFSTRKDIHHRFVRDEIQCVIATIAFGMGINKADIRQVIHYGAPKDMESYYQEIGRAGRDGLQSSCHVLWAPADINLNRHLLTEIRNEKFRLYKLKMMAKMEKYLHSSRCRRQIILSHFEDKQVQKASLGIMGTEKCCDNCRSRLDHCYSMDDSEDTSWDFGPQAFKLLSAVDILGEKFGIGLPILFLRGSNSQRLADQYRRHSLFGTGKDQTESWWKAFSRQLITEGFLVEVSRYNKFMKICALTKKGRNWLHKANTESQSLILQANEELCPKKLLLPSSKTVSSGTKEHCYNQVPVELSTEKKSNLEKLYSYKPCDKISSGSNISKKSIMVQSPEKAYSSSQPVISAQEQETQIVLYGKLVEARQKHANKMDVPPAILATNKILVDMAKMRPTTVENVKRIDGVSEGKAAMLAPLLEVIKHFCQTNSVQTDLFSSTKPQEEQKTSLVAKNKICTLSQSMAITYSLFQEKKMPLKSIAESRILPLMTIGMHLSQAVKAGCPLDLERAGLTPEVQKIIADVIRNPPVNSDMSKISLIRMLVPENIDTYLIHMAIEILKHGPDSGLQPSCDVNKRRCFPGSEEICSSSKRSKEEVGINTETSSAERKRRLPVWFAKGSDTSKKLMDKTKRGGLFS
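Primary qHTS, 1536-well format. 20 nM WRN + compound, 15 min RT; start with 100 nM forked fluorophore/quencher duplex, 2 mM ATP (final); kinetic read ex 525/em 598 nm.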
MCF10A rerep: DNA re-replication induction in MCF 10a cells; MCF 10A DNA re-replication, Hoechst nuclear intensity, 48 h; 2.9% of 350,000 active; Potency, µM (doses to about 46.1 µM), for the others: top-dose activity, positive = re-replication, usual class: activators; note: potency is the fitted concentration of half-maximal effect; % of control where 0% means no effect; nearly all actives have a fitted effect of over 50% in size
IL1B secr inh: inflammasome signaling inhibition, IL-1 beta readout; THP-1 LPS/ATP IL-1B secretion, AlphaLISA, 16 h; active compounds read low; 4.7% of 360,000 active; activity change, % at 57.5 µM; in the data active = activity change below about -50%; inconclusive = mostly about -30% to -49%; note: % is set by controls: 0 for no effect and ±100 for the full control effect
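Secreted IL-1B measured by AlphaLISA bead assay after 16 h compound exposure of THP-1 cells; compounds (final up to 57.5 uM) added 1 h before LPS (250 ng/mL) and ATP (1.25 mM) stimulation; lower signal means less secretion.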
ATXN2 expr inh: reduces ATXN2 reporter expression in HEK-293 cells | HEK-293 ATXN2-luciferase reporter, luminescence, 24 h | Potency, µM (top dose mostly 57 µM), without a hit: at the highest dose activity change, negative = inhibition, actives largely listed as inhibitors | 0.72% of 360,000 active; note: potency is the fitted concentration of half-maximal effect; % is set by controls: 0 for no effect and ±100 for the full control effect; nearly all actives have a fitted effect of over 55% in size
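qHTS (up to 57 uM final) was run with 24 h compound exposure of reporter cells at 37 °C. Each well was multiplexed: SteadyGlo luminescence measured ATXN2-luciferase expression after a fluorogenic Gly-Phe-AFC viability readout (25 uM final).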
KB-3-1 tox: kills parental KB-3-1 adenocarcinoma cells. 1.4% of 400,000 active. AID 1347075. KB-3-1 viability, CellTiter-Glo ATP luminescence, 72 h. Potency, µM (doses to about 46.1 µM), without a hit: top-dose activity change, negative = cytotoxic, usual class: cytotoxic; note: potency is the fitted concentration of half-maximal effect; % is set by controls: 0 for no effect and ±100 for the full control effect; nearly all actives have a fitted effect of over 60% in size
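Viability of parental KB-3-1 cells, measured by CellTiter-Glo luminescence, followed a 72 h incubation at 37 °C with pinned compounds in phenol-red-free DMEM containing 10% FBS.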
Starred values were filed as active, the others as inactive; u = inconclusive; x = no result given; & = joins results of further samples; [ ] = dose if it differs, or a comment. Unless noted, calls come from the whole dose curve; as a rule, active = well fitted curve in the direction sought with a large enough effect; inconclusive = small, poorly fitted or top-dose-only effect, or another doubt; inactive = no such curve, though single readings can be large; an effect the other way counts as inactive or inconclusive. An excerpt (hit frequency here may not be typical).

Start of the listing, in advance:
SMILES	KB-V1 cytotox	HT1080NT lethal	HT1080 IDH1KD tx	SW480 rerep	WRN helicase inh	MCF10A rerep	IL1B secr inh	ATXN2 expr inh	KB-3-1 tox
COc1cccc(NC(=O)[C@@H](NC(=O)N2C[C@H]3C[C@@H](C2)c2cccc(=O)n2C3)C(C)C)c1	0%	1%	-1%	u	8%	-14%	21	-2%	0%
CCCCCn1cc(C(=O)C(=O)N2CCOCC2)c2ccccc21	10%	0%	-6%	1%	8%	0%	0	-12%	16%
C=CCn1c(O)c(C(CC)=Nc2ccc(C(=O)O)cc2)c(=O)[nH]c1=O	16%	2%	7%	-10%	-12%	-2%	12	-3%	0%
COC(=O)[C@@H]1C[C@@]1(C)[C@@H](NP(=O)(c1ccccc1)c1ccccc1)c1ccccc1	-2%	-5%	7%	7%	3%	-6%	30	7%	2%
COc1ccccc1-n1c(-c2ccccc2Br)nc2ccccc2c1=O	0%	-21%	-2%	-6%	0%	18%	1	-12%	-5%
COC(=O)c1ccc(COc2cc(C)cc3oc(=O)c4c(c23)CCCC4)o1	u	13%	1%	2%	-8%	0%	3	-5%	-16%

All compounds of this part, previewed entries included:
SMILES	KB-V1 cytotox	HT1080NT lethal	HT1080 IDH1KD tx	SW480 rerep	WRN helicase inh	MCF10A rerep	IL1B secr inh	ATXN2 expr inh	KB-3-1 tox
COc1cccc(NC(=O)[C@@H](NC(=O)N2C[C@H]3C[C@@H](C2)c2cccc(=O)n2C3)C(C)C)c1	0%	1%	-1%	u	8%	-14%	21	-2%	0%
CCCCCn1cc(C(=O)C(=O)N2CCOCC2)c2ccccc21	10%	0%	-6%	1%	8%	0%	0	-12%	16%
C=CCn1c(O)c(C(CC)=Nc2ccc(C(=O)O)cc2)c(=O)[nH]c1=O	16%	2%	7%	-10%	-12%	-2%	12	-3%	0%
COC(=O)[C@@H]1C[C@@]1(C)[C@@H](NP(=O)(c1ccccc1)c1ccccc1)c1ccccc1	-2%	-5%	7%	7%	3%	-6%	30	7%	2%
COc1ccccc1-n1c(-c2ccccc2Br)nc2ccccc2c1=O	0%	-21%	-2%	-6%	0%	18%	1	-12%	-5%
COC(=O)c1ccc(COc2cc(C)cc3oc(=O)c4c(c23)CCCC4)o1	u	13%	1%	2%	-8%	0%	3	-5%	-16%
CCN1CCN(c2ccc(NC(=O)C(C)C)cc2Cl)CC1	0%	7%	9%	-7%	-5%	4%	14	3%	4%
COc1cc(C(c2c(C)[nH]n(-c3ccccc3)c2=O)c2c(C)[nH]n(-c3ccccc3)c2=O)cc(OC)c1OC	3%	u	u	-4%	u	2%	-78*	-21%	2%
O=C(O)C1CN2CCC1CC2 (stereo unspecified)	5%	3%	2%	-9%	8%	0%	1	-1%	12%
O=S(=O)(c1ccc(Cl)cc1)N1CCCCC1c1cccnc1 (stereo unspecified)	-5%	-7%	-9%	-70%[inhibitor]	-5%	-5%	-11	-5%	1%
O=c1[nH]c(=S)n(C2CC2)c(O)c1/C=N/Nc1ccccc1	-4%	u	2.3µM*	0%	u	u	-13	2%	-1%
COc1cc(OC)cc(-c2sc3ccc(OC)cc3c2-c2ccc(OCCN3CCOCC3)cc2)c1	-1%	-18%	-20%	u	-10%	u	-7	-23%	0%
COC(COC(N)=O)C1=C(N2CC2)C(=O)C(C)=C(N2CC2)C1=O (stereo unspecified)	u	6.5µM*	3.3µM*	u	-11%	u	-113*	3.5µM*	4.1µM*
CS(=O)(=O)c1ccc(C2=C(CNC(=O)c3ccncc3)[C@H]3CC[C@@H](C2)N3CCOc2ccccc2)cc1	0%	2%	4%	x	-8%	x	20	-5%	-7%
CCCCc1nc2ccccc2c(=O)n1-c1ccccc1[N+](=O)[O-]	-17%	7%	3%	-3%	-3%	1%	-20	-5%	-2%
Cc1cc(NCCN)nc2ccccc12	-15%	-8%	-4%	-7%	-7%	2%	-12	-10%	0%
O=C(c1ccc2c(c1)OCO2)C1CCCN(CC2CCCCC2)C1 (stereo unspecified)	-7%	8%	15%	-5%	6%	0%	-13	-3%	1%
N#CC1=C(N)Oc2c(c(=O)oc3ccccc23)C1c1ccc([N+](=O)[O-])o1 (stereo unspecified)	0%	-10%	2%	2%	u	u	-14	-1%	-6%
O=S(=O)(Nc1c(O)ccc2ccccc12)c1ccc(F)cc1	3%	u	-17%	-55%[inhibitor]	50µM*	u	u	10%	3%
COC(=O)C1=C(c2cccc(OCc3ccccc3)c2)C[C@@H]2CC[C@H]1N2C(=O)NC1CCN(Cc2ccccc2)CC1	-19%	23µM*	u	-1%	-5%	23%	-63*	u	u
Cc1ccccc1Cn1cnc2c(oc3ccccc32)c1=O	u	-9%	-14%	1%	-8%	u	-18	34%&4%	18%&0%
CCN1CCN(C(=O)COc2ccc(S(=O)(=O)Nc3ccc(Cl)cc3)cc2)CC1	u	1%	0%	18%	-13%	8%	6	-14%	-11%
C[C@]12C=CC(=O)C=C1CC[C@@H]1C2CC[C@]2(C)OC(=O)CCC12 (stereo partly specified)	1%	11%	19%	-4%&-2%	8%[57.1 µM]	u	12	-9%	1%
CC1=CC(=O)OC2CC3OC4C[C@@H](C)C5OC6CC7O[C@]8(C)C/C=C\C9OC%10CC%11OC(CC(C)CO)CC(O)[C@]%11(C)OC%10CC9OC8C[C@]7(C)O[C@]6(C)CCC5OC4C[C@]3(C)OC12 (stereo partly specified)	u	-2%	9%	12%	2%	-14%	-8	5%	-20%
CCCCC(=O)N/N=C/c1c(O)n(-c2ccccc2)c(=O)[nH]c1=O	13%	17%	15%	2%	-20%	-13%	3	-2%	-3%
CN1CCN(c2ccc(F)cc2N)CC1	6%	8%	1%	-1%	6%	-7%	0	x	1%
COC(=O)C1=C(C(=O)OC)SC2(S1)C(C(=O)OC)=C(C(=O)OC)Sc1c2ssc1=O	u	5.2µM*	1.2µM*	1µM*	13µM*	u	-95*	18µM*	u
COc1ccccc1N=Cc1c(O)n(C)c(=O)n(C)c1=O	4%	0%	3%	1%	0%	-7%	9	3%	-7%
Cc1cc(=O)oc2c1c(C)nn2-c1nn[nH]n1	14%	5%	7%	u	-3%	u	23	1%	-3%
Fc1ccc(C2=CCN(C(c3cccs3)c3nnnn3CCc3ccccc3)CC2)cc1 (stereo unspecified)	-26%	1%	0%	2%	-7%	5%	-61*	u	7%
COc1ccc(Cl)cc1N=Cc1c(O)n(C)c(=O)n(C)c1=O	u	-1%	-4%	7%	-4%	3%	20	0%	5%
O=C(NCc1cccnc1)Nc1ccc([N+](=O)[O-])cc1	18%	-12%	-6%	6%	13%	8%	0	-11%	-5%
CCOc1ccc(-n2c(O)c(C=NCCCn3ccnc3)c(=O)[nH]c2=O)cc1	16%	0%	-1%	-5%	-5%	-3%	20	3%	-2%
CCOC(=O)c1nc2ccccc2c(=O)n1-c1ccc(C)cc1	11%	4%	-2%	1%	-28%	9%	9	-14%	11%
COc1ccc(CN2C(=O)CC(=O)NC2=O)cc1	-18%	-2%	6%	-12%	3%	0%	15	0%	-5%
c1ccc2cc(CC3=NCCN3)ccc2c1	0%	6%	0%	0%&-1%	-16%	-1%&1%	18	-8%	0%
NC(Cc1ccc(F)cc1)c1csc(Nc2cnccn2)n1 (stereo unspecified)	-18%	u	-13%	x	4%	x	u	10%	0%
O=C1CC23c4ccccc4N4C(=O)CC5OCC=C6CN1C2CC6C5C43 (stereo unspecified)	15µM*	11%	11%	0%	8%	1%	1	1%	5%
c1cc2n(c1)-c1c(ccc3c1OCO3)CNC2c1ccc2c(c1)OCO2 (stereo unspecified)	18µM*	u	u	4%	-29%[57.1 µM]	-17%	-27	-3%	u
O=C(CCc1nnc2ccc(NCc3ccccc3Cl)nn12)N1CCC2(CC1)OCCO2	u	0%	-3%	17%	6%	3%	-28	2%	5%
C=C(COC(=O)CCC(=O)O)CC1CC(O)[C@]2(C)OC3CC4OC5C[C@]6(C)O[C@]7(C)CCC8OC9C[C@]%10(C)OC%11C(C)=CC(=O)OC%11CC%10OC9C[C@@H](C)C8OC7CC6O[C@]5(C)C/C=C\C4OC3CC2O1 (stereo partly specified)	19%	-23%	-10%	3%	8%	-35%[inhibitor]	-5	4%	-5%
O=C(COc1ccc2c3c(c(=O)oc2c1)CCC3)N1C[C@H]2C[C@@H](C1)c1cccc(=O)n1C2	15%	4%	7%	-1%	5%	0%	-3	8%	0%
C=CCn1c(O)c(C(C)=NC(C)c2ccccc2)c(=O)[nH]c1=O (stereo unspecified)	u	0%	4%	-4%	-2%	1%	12	x	-1%
CCOC(=O)c1c(C)n(Cc2ccccc2)c2ccc(OCC(O)Cn3nc(C)cc3C)cc12 (stereo unspecified)	-15%	u	u	2%[9.22 µM]	-8%	u	u	-18%	-11%

Source: PubChem BioAssay
